hcDAF12 agonist = H. contortus DAF-12 nuclear receptor activators, primary screen, cell-based, luminescence, HEK293, lit1-tk-luc reporter; 370,000 compounds, 1.4% hits; HEK293 hcDAF-12 lit1-tk-luc reporter; 0% DMSO, 100% Δ7-dafachronic acid; activation, % at 6.8 µM;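 active means activation above the mean of all tested compounds plus 3 SD, cut at about 5.5% in these data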;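 further: 100% = response to 3 µM Δ7-dafachronic acid high control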
DAX1 inh-1 = DAX1 (NR0B1) inhibitors, primary screen, cell-based, HEK293, Gal4-DAX1, luciferase luminescence; HEK293 Gal4-DAX1 luciferase reporter; 340,000 compounds, 0.99% hits; inhibition, % at 6.75 µM; AID 504766, 2011; Nuclear receptor subfamily 0 group B member 1 (Homo sapiens), P51843;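 active means inhibition above the mean over all tested compounds plus 3 SD, cut at about 4.2% in these data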;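 further: 0% = DAX1-transfected cells with DMSO and 100% = empty-vector control cells with DMSO; inhibition shows as a rise in luminescence from relieved DAX1 repression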
SMARCA2 act = SMARCA2 (BRM) function activators, primary screen, cell-based, luminescence, high throughput. 370,000 compounds, 1% hits. MG213 cells, MMTV-luciferase reporter, dexamethasone, overnight. activation, % at 9.1 µM; in the data active means activation above about 7.8%;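 further: 0% = vehicle wells and 100% = reference activator wells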
ssDAF12 agonist = S. stercoralis DAF-12 nuclear receptor activators, primary screen, cell-based, luminescence, HEK293, GRIP1 co-expression, lit1-tk-luc; Nuclear hormone receptor DAF-12 (Strongyloides stercoralis); HEK293 ssDAF-12/GRIP1 lit1-tk-luc reporter; % of 3 µM dafachronic acid response; activation, % at 6.8 µM; 370,000 compounds, 1% hits; AID 652126, 2013;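 active means activation above the mean over all tested compounds plus 3 SD, cut at about 0.9% in these data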;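 further: 0% = DMSO-only wells and 100% = 3 µM delta7-dafachronic acid wells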
MBD2 DNA inh = inhibitors of MBD2 binding to methylated DNA, primary screen, biochemical, TR-FRET, DNA-binding domain, human | 370,000 compounds, 0.31% hits | MBD2 binding to methylated oligonucleotide | AID 686964, 2013 | Methyl-CpG-binding domain protein 2 (Homo sapiens), Q9UBB5 | inhibition, % at 4.4 µM; in the data active means inhibition above about 13%
hgDAF-12 ag = H. glycines DAF-12 receptor agonists, primary screen, cell-based, luminescence, HEK293, GAL4 fusion, UAS-luciferase. Nuclear hormone receptor DAF-12 (Heterodera glycines), GAL4 fusion. HEK293 GAL4-hgDAF12 UAS-luciferase reporter, agonist luminescence; normalized to butyrate control. activation, % at 6.8 µM. 370,000 compounds, 1.8% hits. AID 687014, 2013;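 active means activation above a cutoff set at the mean of all screened compounds plus 3 SD, cut at about 10% in these data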;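 further: 0% = DMSO wells and 100% = sodium butyrate wells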
Rev-erbA mod = modulators of Rev-erb alpha DNA binding, primary screen, biochemical, FITC-DNA, fluorescence polarization, uHTS. Rev-erbα–FITC-DNA binding, 90 min. Nuclear receptor subfamily 1 group D member 1 (Homo sapiens), P20393. AID 1259318, 2017. 370,000 compounds, 0.79% hits. activity, % at 10 µM;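 active means activity above about 14%, limit read from the data; passing the limit was not always enough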;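 further: 0% = DMSO wells with 35 nM protein and 100% = DMSO wells with 750 nM protein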
PLCg1 inh = PLC-gamma1 enzyme inhibitors, primary screen, biochemical, fluorescence, purified enzyme | 1-phosphatidylinositol 4,5-bisphosphate phosphodiesterase gamma-1 (Homo sapiens), P19174 | fluorogenic substrate | inhibition, % at 12.2 µM | 370,000 compounds, 0.84% hits; in the data active means inhibition above about 9.5%
ADAM17 inh = ADAM17 inhibitors, primary screen, biochemical, QFRET; inhibition, % at 6.95 µM; 370,000 compounds, 0.83% hits; recombinant ADAM17, EDANS/DABCYL FRET peptide cleavage; AID 720648, 2013;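 active means inhibition above the mean of compounds lying between control limits plus 3 SD, set per campaign, cut at about 8.5% in these data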;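 further: 0% = DMSO-only wells as the low control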
PLCb3 inh = human PLC-beta3 inhibitors, primary screen, biochemical, fluorescence | 1-phosphatidylinositol 4,5-bisphosphate phosphodiesterase beta-3 (Homo sapiens), Q01970 | Purified PLC-beta3, fluorogenic substrate | inhibition, % at 12.2 µM | 370,000 compounds, 0.18% hits | AID 720704, 2013; in the data active means inhibition above about 11%;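 further: 0% = median of compound wells on plate and 100% = full blocker control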
Target sequence (Q01970 whole entry, looked up): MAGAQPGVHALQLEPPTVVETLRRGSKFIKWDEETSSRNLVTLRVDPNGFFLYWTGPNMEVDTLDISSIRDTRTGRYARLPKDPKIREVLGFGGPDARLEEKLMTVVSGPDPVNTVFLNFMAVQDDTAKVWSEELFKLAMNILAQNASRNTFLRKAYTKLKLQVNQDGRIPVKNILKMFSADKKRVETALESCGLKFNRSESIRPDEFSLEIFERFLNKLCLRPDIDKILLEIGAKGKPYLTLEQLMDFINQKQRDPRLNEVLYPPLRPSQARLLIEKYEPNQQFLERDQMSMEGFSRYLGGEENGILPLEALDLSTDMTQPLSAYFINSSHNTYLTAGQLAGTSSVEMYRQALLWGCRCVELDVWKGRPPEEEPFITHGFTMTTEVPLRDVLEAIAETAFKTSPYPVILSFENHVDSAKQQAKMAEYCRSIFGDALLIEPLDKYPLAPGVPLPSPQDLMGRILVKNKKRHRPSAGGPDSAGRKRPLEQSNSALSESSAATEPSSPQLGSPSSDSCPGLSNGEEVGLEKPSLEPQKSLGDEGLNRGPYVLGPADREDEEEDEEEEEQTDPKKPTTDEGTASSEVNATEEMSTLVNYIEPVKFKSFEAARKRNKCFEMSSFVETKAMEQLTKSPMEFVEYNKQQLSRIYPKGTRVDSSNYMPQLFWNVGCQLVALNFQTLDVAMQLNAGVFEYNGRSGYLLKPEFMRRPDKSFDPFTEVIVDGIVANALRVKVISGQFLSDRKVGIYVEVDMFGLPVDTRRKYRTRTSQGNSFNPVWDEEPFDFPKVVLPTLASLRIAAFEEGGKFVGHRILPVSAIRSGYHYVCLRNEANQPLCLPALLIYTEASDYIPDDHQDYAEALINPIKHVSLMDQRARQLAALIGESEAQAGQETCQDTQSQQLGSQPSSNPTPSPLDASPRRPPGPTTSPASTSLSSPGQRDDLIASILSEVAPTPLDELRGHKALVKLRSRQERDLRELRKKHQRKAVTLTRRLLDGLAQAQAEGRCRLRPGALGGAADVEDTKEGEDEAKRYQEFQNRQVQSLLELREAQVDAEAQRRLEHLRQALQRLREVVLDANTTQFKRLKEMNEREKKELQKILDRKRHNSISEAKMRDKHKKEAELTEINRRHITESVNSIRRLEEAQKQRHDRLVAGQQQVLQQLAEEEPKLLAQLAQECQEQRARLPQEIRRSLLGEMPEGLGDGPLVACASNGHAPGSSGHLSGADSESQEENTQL
DAX1 inh-2 = DAX1 (NR0B1) inhibitors on StAR promoter, primary screen, cell-based, luminescence, SF-1 (NR5A1), full-length DAX-1; HEK293T StAR-luciferase reporter, SF-1/DAX-1 repression relief; inhibition, % at 6.8 µM; 370,000 compounds, 1.1% hits; AID 652010, 2013;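 active means inhibition above the mean over all tested compounds plus 3 SD, cut at about 3.6% in these data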;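 further: 0% = DAX-1 cells with DMSO and 100% = cells lacking DAX-1 with DMSO; higher inhibition means more luminescence from relief of DAX-1 repression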
Starred values were filed as active, the others as inactive; nt = no result given.

Compound	hcDAF12 agonist	DAX1 inh-1	SMARCA2 act	ssDAF12 agonist	MBD2 DNA inh	hgDAF-12 ag	Rev-erbA mod	PLCg1 inh	ADAM17 inh	PLCb3 inh	DAX1 inh-2
COc1ccc(OC)c(NC(=O)c2ccc(NS(=O)(=O)c3c(C)noc3C)cc2)c1	-2.1	-0.6	-1	-0.8	2	-1.0	1	-7	-2	-4	-0.4
COc1ccc2nc(NCc3ccc(OC)c(OC)c3OC)sc2c1	-2.1	0.8	0	-1.2	-5	-1.2	-2	0	-2	-7	-0.4
Cc1ccc(/C(N)=N/OC(=O)C23CC4CC(CC(C4)C2)C3)cc1	0.3	1.1	1	-1.1	4	-0.4	5	0	-2	-1	0.8
O=C(c1ccncc1)N1CCN(C(=O)c2cccs2)CC1	1.1	-0.9	-4	-0.6	5	2.9	2	2	0	5	0.8
O=C(NCc1ccc2c(c1)OCO2)c1ccc(CS(=O)Cc2ccc(Cl)cc2)o1 (stereo unspecified)	-0.2	-0.4	-2	-1.5	4	-2.3	-2	0	-5	-10	-1.0
COC(=O)c1ccc(C2C(C(C)=O)=C(C)Nc3ncnn32)cc1 (stereo unspecified)	-0.3	-0.8	-7	-1.7	1	-2.1	7	3	1	3	-0.1
COc1ccc(C=O)cc1Cn1c(C)cc(C)c(C#N)c1=O	-0.4	0.9	2	-1.3	-2	-1.8	5	-1	-5	-6	-0.2
COc1ccc(OC)c(NC(=O)c2ccc(NC3=NC4CS(=O)(=O)CC4S3)cc2)c1 (stereo unspecified)	2.5	-0.4	-1	-1.4	0	-0.4	-4	-1	0	-2	-0.2
COc1ccc(NC2=CC(=O)CC(c3ccc(C)cc3)C2)c(OC)c1 (stereo unspecified)	-0.8	-0.5	3	-1.3	1	-2.1	1	-5	1	-4	-0.8
Cc1nc2ccccc2c(=O)n1/N=C/c1ccc(OC(F)F)cc1	-0.7	2.3	1	-1.2	4	0.9	-2	1	-3	-4	0.2
CC(C)Oc1cccc(C(=O)NC(=S)Nc2ccc(N3CCN(C)CC3)cc2)c1	-1.1	-0.8	-3	-1.4	-5	0.9	7	4	0	-6	-1.2
CCCn1c(=N)n(CC(=O)c2ccco2)c2ccccc21	-0.9	0.4	1	-1.6	1	-1.2	6	-10	-7	-16	-1.1
CC(=O)Nc1ccc(NC(=O)C2CCCN2S(=O)(=O)c2cccc(C(F)(F)F)c2)cc1 (stereo unspecified)	0.1	1.0	-2	-1.3	1	-2.0	7	1	-6	-5	-1.0
c1ccc(CN(Cc2ccccc2)c2nn[nH]n2)cc1	-0.5	0.9	0	-1.8	-3	7.4	-4	0	1	0	0.2
O=C(Oc1cccc(NC2=NS(=O)(=O)c3ccccc32)c1)c1ccncc1	-0.5	0.9	2	-0.9	0	-1.9	0	1	-2	2	0.3
COc1ccc(N2C(=O)c3[nH]nc(-c4ccccc4)c3C2c2ccc(Br)cc2)cc1 (stereo unspecified)	0.0	nt	-4	-0.6	0	-2.0	-4	2	0	-1	0.5
COc1ccccc1C(=O)N1C(CC(=O)Nc2ccc(C)c(C)c2)C(=O)NC2CCCCC21 (stereo unspecified)	1.2	-0.9	2	-0.6	3	-2.3	-9	3	-5	-3	-0.6
Cc1onc(-c2ccccc2)c1-c1ccnn1C(=O)NC(C)C	-1.8	0.0	-3	-2.6	0	0.1	3	1	2	-5	-0.4
Cc1cc(C)c(C)c(S(=O)(=O)NCc2ccc(C(=O)NCC3CCCO3)cc2)c1C (stereo unspecified)	-1.5	-0.2	-2	-0.9	0	-3.6	-1	7	3	-4	0.8
CC(=O)Nc1ccc(S(=O)(=O)N2CCCN(c3nc(C)cc(C)c3C#N)CC2)cc1	-1.7	0.3	0	-0.7	1	-1.4	2	-19	-81	-33	-0.8
Cc1cccc(C)c1NC(=O)CNC(=O)c1ccc(COc2ccccc2)cc1	-1.1	0.4	-6	-1.0	-3	1.5	3	3	-5	-6	-1.1
COc1ccc(CN(C)CC(=O)Nc2ccccc2C(F)(F)F)c(OC)c1	0.5	1.0	0	-0.9	-6	-5.0	0	0	-1	0	0.0
O=C(Nc1ccc(N2CCOCC2)cc1)C1(S(=O)(=O)c2ccccc2)CC1	-0.6	-0.1	0	-1.5	5	-0.8	-7	0	-4	2	-1.5
CCCSCCCNC(=O)Cn1cc2c(n1)CCC(C)C2 (stereo unspecified)	-2.6	0.0	1	-1.1	0	1.0	2	-2	0	-5	-1.0
C[n+]1ccn(CC(=O)c2ccc(Br)cc2)c1	-1.2	0.9	-2	-0.5	5	-1.6	-1	-2	-2	1	0.1
COc1ccc(C2c3c(ccc4ccccc34)Oc3ncn4nc(Cc5ccccc5)nc4c32)cc1OC (stereo unspecified)	-2.2	0.2	0	-1.6	2	-0.2	-2	3	0	7	-0.3
Cc1ccc(S(=O)(=O)N2CCN(C(=O)CCOc3cc(C)ccc3C)CC2)cc1	-1.6	0.9	0	-1.8	1	-3.0	6	-2	-5	-8	0.4
COC(=O)CCN1CCC2CC1c1cc(Cl)ccc12 (stereo unspecified)	-2.3	-0.1	0	-0.2	1	2.5	-1	-1	1	3	2.1
CC(C)NC(=O)NC(=O)COC(=O)CCCSc1nc2ccccc2s1	0.2	7.4*	-3	-0.4	6	-1.4	-2	3	-6	-6	0.0
CCc1cccc(NC(=O)c2cc(OC)c(OC)c(OC)c2)c1	-1.1	-1.2	2	-1.8	1	0.2	9	0	-3	2	-0.1

Marked active in DAX1 inh-1, among the entries above:
SMILES | hcDAF12 agonist | DAX1 inh-1 | SMARCA2 act | ssDAF12 agonist | MBD2 DNA inh | Rev-erbA mod | PLCg1 inh | ADAM17 inh | PLCb3 inh | DAX1 inh-2
CC(C)NC(=O)NC(=O)COC(=O)CCCSc1nc2ccccc2s1 | 0.2 | 7.4* | -3 | -0.4 | 6 | -2 | 3 | -6 | -6 | 0.0

(list continues)
Compound	hcDAF12 agonist	DAX1 inh-1	SMARCA2 act	ssDAF12 agonist	MBD2 DNA inh	hgDAF-12 ag	Rev-erbA mod	PLCg1 inh	ADAM17 inh	PLCb3 inh	DAX1 inh-2
O=c1[nH]c(/C=C/c2ccc([N+](=O)[O-])cc2)c([N+](=O)[O-])c(=O)[nH]1	-1.1	0.5	-4	-0.3	7	1.2	-2	2	4	-6	0.1
O=C1CN(C(=O)c2ccc(Br)o2)C(c2ccc(F)cc2)c2cc(F)ccc2N1 (stereo unspecified)	0.2	0.1	-3	-1.2	0	2.5	-2	3	0	-2	0.0
CC(C)c1onc(C(=O)N2CCN(c3ccccc3)CC2)c1[N+](=O)[O-]	-0.8	-0.4	-2	-0.3	2	0.2	0	0	-6	-8	0.5
Cc1cc(OCCn2nc(C(=O)O)c3ccccc3c2=O)ccc1C(C)C	-2.0	1.0	-3	-0.9	3	-0.6	7	-2	0	-6	0.0
O=C1CSC(=S)N1c1ccccc1	4.3	0.1	0	0.7	-2	8.7	-6	-7	-4	-9	-0.6
CC1CCCCN1CCNC(=O)CN1C(=O)COc2ccccc21 (stereo unspecified)	0.0	0.3	0	-1.7	-4	-1.5	-5	1	-1	4	0.4
COC(=O)N/N=C(\C)c1cccc(C(F)(F)F)c1	1.4	0.2	-5	-0.9	3	3.3	-7	5	0	8	0.7
CC1CC(=O)c2cnc(N)nc2C1 (stereo unspecified)	0.6	1.6	2	-1.2	-3	2.4	2	2	-3	1	1.1
CCO[C@H]1OC(C(=O)NC2CC2)=C[C@@H](c2coc3ccccc3c2=O)[C@@H]1CCCO	0.0	0.7	-2	-0.9	-4	0.8	1	-4	2	0	-0.1
O=C(Nc1ccc(Oc2ccc(Cl)cc2)cc1)c1ncn[nH]1	-0.9	-1.1	0	-1.5	0	-1.9	1	2	-4	-13	-0.3

Single records (already shown).
`O=c1[nH]c(/C=C/c2ccc([N+](=O)[O-])cc2)c([N+](=O)[O-])c(=O)[nH]1` is listed as hcDAF12 agonist: -1.1; DAX1 inh-1: 0.5; SMARCA2 act: -4; ssDAF12 agonist: -0.3; MBD2 DNA inh: 7; hgDAF-12 ag: 1.2; Rev-erbA mod: -2; PLCg1 inh: 2; ADAM17 inh: 4; PLCb3 inh: -6; DAX1 inh-2: 0.1
`O=C1CSC(=S)N1c1ccccc1` is listed as hcDAF12 agonist: 4.3; DAX1 inh-1: 0.1; SMARCA2 act: 0; ssDAF12 agonist: 0.7; MBD2 DNA inh: -2; hgDAF-12 ag: 8.7; Rev-erbA mod: -6; PLCg1 inh: -7; ADAM17 inh: -4; PLCb3 inh: -9; DAX1 inh-2: -0.6
`COC(=O)N/N=C(\C)c1cccc(C(F)(F)F)c1` is listed as hcDAF12 agonist: 1.4; DAX1 inh-1: 0.2; SMARCA2 act: -5; ssDAF12 agonist: -0.9; MBD2 DNA inh: 3; hgDAF-12 ag: 3.3; Rev-erbA mod: -7; PLCg1 inh: 5; ADAM17 inh: 0; PLCb3 inh: 8; DAX1 inh-2: 0.7

Screening data as filed in PubChem.

No enrichment for hits; any-hit rate near 7.4%.
